Screening data (PubChem)
GPR55 beta-arrestin – selective activators of receptor GPR55 – imaging, U2OS cells, beta-arrestin-GFP redistribution, primary screen (AID 1961). U2OS GPR55 beta-arrestin-GFP redistribution imaging; higher % means a stronger effect. activation, % at 10 µM; hits with a dose series show EC50 in µM. actives 0.048% (n = 290,000);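 active = activation above 40% with more than 50 cells counted in the well; inconclusive = wells holding fewer than 50 cells, flagged as toxic or sparse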;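 also: U2OS osteosarcoma cells stably expressing GPR55 and beta-arrestin-GFP; plate controls were DMSO negative control for no effect and LPI positive control for full effect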
NTR1 ag – NTR1-driven beta-arrestin-GFP spot formation – imaging, U2OS cells, high content, primary screen (AID 493036); activation, % at 20 µM; actives 0.17% (n = 330,000); agonist mode; P30989;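 active = activation at or above 40% of the spot to cytoplasm intensity ratio, with at least 20 cells analyzed; inconclusive = wells under 20 cells, flagged as cytotoxic or low count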;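 also: 0% = DMSO without peptide and 100% = 100 nM NTR1 peptide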
Target sequence (P30989 whole entry, looked up): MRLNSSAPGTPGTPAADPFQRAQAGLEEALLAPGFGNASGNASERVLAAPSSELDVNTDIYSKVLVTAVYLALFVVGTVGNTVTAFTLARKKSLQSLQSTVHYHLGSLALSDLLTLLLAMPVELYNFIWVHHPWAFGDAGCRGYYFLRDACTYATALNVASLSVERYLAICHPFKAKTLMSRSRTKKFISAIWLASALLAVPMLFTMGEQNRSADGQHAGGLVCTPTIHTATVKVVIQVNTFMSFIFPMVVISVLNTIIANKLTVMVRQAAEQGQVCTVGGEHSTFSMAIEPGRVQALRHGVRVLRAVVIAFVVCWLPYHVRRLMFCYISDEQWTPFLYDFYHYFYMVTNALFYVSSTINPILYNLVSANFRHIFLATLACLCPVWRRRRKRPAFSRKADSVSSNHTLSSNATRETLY
TNAP activators – human TNAP enzyme activators, primary screen, biochemical, luminescent, no phosphate acceptor, uHTS (AID 1001); purified TNAP, luminescent activation assay, no phosphate acceptor; higher activation fold means a stronger effect; activation fold at 20 µM, or EC50 in µM where a hit was titrated; actives 0.03% (n = 200,000); in the data active = activation fold from about 3, or a potency from the dose series; inactive = the rest, 99 in 100 with activation fold below about 1.6; also: many of its hits are not listed in these tables
NOD1 NF-kB reporter – NOD1 signaling inhibitors, primary screen, cell-based, luminescence, uHTS (AID 1578) | NOD1-driven NF-kB luciferase reporter cells, luminescence; higher % means a stronger effect | inhibition, % at 4 µM, or EC50 in µM where a hit was titrated | actives 1% (n = 290,000); in the data active = inhibition mostly above about 36%, no sharp cut-off; inactive = mostly below about 34%;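 also: HEK-293T reporter cells stimulated with the NOD1 agonist gamma-tri-DAP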
Yfh1-depleted yeast – mitochondrial function rescue without frataxin homolog – Friedreich's ataxia, plus single-dose screen, dose response (AID 1465) | S. cerevisiae Yfh1-off respiration, WST-1 reduction, 72 h; higher fold induction means a stronger effect | fold induction at 50 µM, or EC50 in µM where a hit was titrated | actives 0.074% (n = 220,000);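 active = fold induction of absorbance versus untreated yeast above a set limit, then at least 30% activation at any dose in follow-up; inconclusive = repeats straddling the limit, or above it without dose testing; inactive = fold induction below the set limit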;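 also: activators that raise dye reduction in frataxin-depleted yeast; strong numbers were not always called active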
ER stress rescue – rescue of cells from ER stress-induced death, primary screen, 384-well, CSM14.1, thapsigargin, ATP luminescence (AID 1222) | cellular ATP content (survival), % at 20 µM, or EC50 in µM where a hit was titrated | 190,000 tested, under 10 active | CSM14.1 thapsigargin-induced death rescue, ATP luminescence; higher % means a stronger effect;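 active = EC50 below 50 µM in the dose-response confirmation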;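 also: death triggered by thapsigargin at about 15 µM added after 2 h compound pretreatment; cell ATP read after overnight thapsigargin exposure of roughly 18 to 22 hours; normalized against plate controls of thapsigargin alone and 5% DMSO vehicle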
KOR beta-arrestin-1 – kappa opioid receptor blockers – cell-based, luminescence, uHTS (AID 1778); KOR beta-arrestin recruitment, luminescence, antagonist mode; higher % means a stronger effect; inhibition, % at 10 µM, or IC50 in µM where a hit was titrated; actives 0.091% (n = 290,000); also: strong numbers were not always called active
NOD2 inhibition – inhibition of NOD2-driven NF-kB reporter – cell-based, luminescence, uHTS, HEK293 (AID 1566); one-dose inhibition, % at 4 µM; EC50 in µM for titrated hits; actives 0.63% (n = 290,000); HEK293 NOD2/NF-kB luciferase reporter, luminescence; higher % means a stronger effect; also: many of its hits are not listed in these tables
KOR beta-arrestin-2 – KOR agonists, beta-arrestin recruitment, primary screen, cell-based, luminescence, uHTS (AID 1777); KOR beta-arrestin recruitment, luminescence; higher % means a stronger effect; activation, % at 10 µM; hits with a dose series show EC50 in µM; actives 0.02% (n = 280,000); in the data active = activation above about 50%, passing the limit was not always enough; also: a part of the inactive calls stands beside numbers as strong as those of hits
NTR1 ag cell count 20 µM – also measured in NTR1 ag; calls as there; cell count; measured here: cell count, cytotoxicity flag
Active calls of the source: *; i = inactive; u = inconclusive; x = not tested or not shown; [ ] = remark or other dose. Rule as the data show it, unless noted: active = inhibition above about 50%; inactive = the rest.

SMILES | GPR55 beta-arrestin | NTR1 ag | NTR1 ag cell count 20 µM | TNAP activators | NOD1 NF-kB reporter | Yfh1-depleted yeast | ER stress rescue | KOR beta-arrestin-1 | NOD2 inhibition | KOR beta-arrestin-2
Cc1ccc(C(=O)NCCc2cc3ccc(C)c(C)c3[nH]c2=O)cc1[N+](=O)[O-] | 1.0% | 1.6 | 48 | 1.1 | -25% | i | -2.2% | -50% | 12% | 1.3%
Cc1ccc(S(=O)(=O)C2(C(=O)N(C)C3CCCCC3)CC2)cc1 | -0.1% | 0.5 | 60 | 1.1 | 9% | i | -1.2% | 2% | 7% | 11%
O=C(O)CCC(=O)NNc1nc2ccccc2nc1-c1ccccc1 | 0.2% | 1.6 | 69 | 0.9 | -49% | i | -2.1% | -9% | -4% | 4.3%
COc1ccccc1NC(=O)N1CCC(c2nnc(SCC(N)=O)n2C)CC1 | 0.4% | 0.3 | 91 | 1 | -1% | i | 0.1% | -36% | 4% | 1.6%
CC(=O)c1cnc2cc(C)nn2c1C | 0.0% | -0.1 | 21 | 1 | -31% | i | 2.1% | -17% | -5% | 0.2%
Cc1cc(=O)nc2c3ccccc3n(CC(=O)Nc3ccccc3Br)n12 | 0.3% | 0.4 | 39 | x | 3% | i | x | 15% | 8% | 1.4%
Cc1ccc(/C=C/C(=O)Nc2nn[nH]n2)o1 | 0.5% | -0.3 | 51 | 1.1 | -2% | i | -0.5% | 17% | 4% | 0.0%
COc1ccc(NC(=O)CSC2=NN3CCCC(=O)N=C3S2)c(OC)c1 | 0.1% | -0.3 | 61 | x | 0% | x | x | -4% | -123% | -1.5%
Cc1ccc(S(=O)(=O)NCCCCC(NC(=O)OC(C)(C)C)C(=O)O)cc1 (configuration not stated) (tested in a mixture with another compound) | -0.3% | -1.2 | 45 | 1 | 0% | i | -2.4% | -6% | 2% | -4.8%
Cc1csc2nc(CNS(=O)(=O)N(C)C)cn12 | -0.1% | -3.4 | 43 | 1.2 | -15% | i | -0.5% | 39% | 1% | -5.9%
Nc1nnc(CSCc2ccc(Cl)cc2)s1 | 0.1% | 0.0 | 42 | 1.1 | -15% | i | 6.1% | 18% | 13% | -0.7%
COc1ccc(NC(=O)Nc2ccc3nonc3c2)cc1 | 0.3% | -0.6 | 60 | x | -6% | i | x | 6% | -24% | -1.3%
COc1cc(/C=N/NC(=O)C2c3ccccc3Oc3ccccc32)ccc1O | 0.3% | 0.1 | 39 | 1 | -2% | i | -4.1% | -16% | -12% | 2.8%
COc1ccccc1-c1nc2ccccc2nc1-c1ccccc1 | -0.1% | 4.9 | 73 | 1 | -28% | i | 8.5% | -6% | -2% | 5.4%
Cc1ccccc1C(=O)NC(=S)Nc1ccc(Cc2ccncc2)cc1 | -0.1% | 2.4 | 54 | 0.9 | 10% | i | -2.4% | -4% | 25% | -0.6%
O=C(NC1CCN(C(=S)NCc2ccco2)CC1)C1CCCCC1 | -0.4% | -0.5 | 47 | 1.1 | -18% | i | -2.3% | 19% | -2% | -1.3%
Cn1ccc(C(=O)Nc2ccc3c(c2)OCCO3)n1 | -0.1% | -0.2 | 57 | x | -49% | x | x | 11% | -54% | -0.2%
COc1ccc(-c2ccc(=O)[nH]n2)cc1 | 0.4% | 0.8 | 55 | 1.2 | -3% | i | -0.6% | 16% | 1% | -2.5%
COc1ccc(C2NC(=O)CCC2[N+](=O)[O-])c(OC)c1 (configuration not stated) | -0.1% | 0.9 | 60 | x | -5% | x | x | -10%[20 µM] | 11% | 4.2%
CC(=O)N/C(=C/c1ccc(OS(=O)(=O)c2ccc(C)cc2)cc1)C(=O)NCCO | 0.3% | 0.5 | 41 | 1.2 | 14% | i | -3.4% | x | -9% | -0.4%

Five compounds picked at random from those above, as already listed:
SMILES | GPR55 beta-arrestin | NTR1 ag | NTR1 ag cell count 20 µM | TNAP activators | NOD1 NF-kB reporter | Yfh1-depleted yeast | ER stress rescue | KOR beta-arrestin-1 | NOD2 inhibition | KOR beta-arrestin-2
COc1ccc(NC(=O)Nc2ccc3nonc3c2)cc1 | 0.3% | -0.6 | 60 | x | -6% | i | x | 6% | -24% | -1.3%
COc1cc(/C=N/NC(=O)C2c3ccccc3Oc3ccccc32)ccc1O | 0.3% | 0.1 | 39 | 1 | -2% | i | -4.1% | -16% | -12% | 2.8%
O=C(NC1CCN(C(=S)NCc2ccco2)CC1)C1CCCCC1 | -0.4% | -0.5 | 47 | 1.1 | -18% | i | -2.3% | 19% | -2% | -1.3%
COc1ccccc1-c1nc2ccccc2nc1-c1ccccc1 | -0.1% | 4.9 | 73 | 1 | -28% | i | 8.5% | -6% | -2% | 5.4%
Nc1nnc(CSCc2ccc(Cl)cc2)s1 | 0.1% | 0.0 | 42 | 1.1 | -15% | i | 6.1% | 18% | 13% | -0.7%

Next compounds
SMILES | GPR55 beta-arrestin | NTR1 ag | NTR1 ag cell count 20 µM | TNAP activators | NOD1 NF-kB reporter | Yfh1-depleted yeast | ER stress rescue | KOR beta-arrestin-1 | NOD2 inhibition | KOR beta-arrestin-2
C=C1C(C(=O)Nc2ccc(OC)cc2)C1C(=O)Nc1ccc(OC)cc1 (configuration not stated) | 0.6% | 1.0 | 55 | x | -5% | i | x | 2% | 26% | 1.5%
COCCCNC(=O)c1ccc(OC)c(OC2CCN(C(C)C)CC2)c1 | -0.3% | 1.2 | 73 | x | -13% | x | x | -11%[20 µM] | 11% | -4.9%
NC(=O)CC(NC(=O)Cc1ccc(Br)cc1)c1ccc(NCCc2ccc(F)cc2)c([N+](=O)[O-])c1 (configuration not stated) | -0.1% | 8.3 | 70 | x | -2% | i | x | 40% | -14% | -2.8%
CN1CCN(C(=O)c2ccccc2N(Cc2ccccc2)S(=O)(=O)c2ccccc2)CC1 | 0.1% | -0.3 | 96 | 1 | -11% | i | 0.8% | 22% | -2% | 8.0%
CCC(=O)NC(=S)Nc1ccc(N2CCOCC2)cc1 | -0.1% | 0.6 | 44 | 1.1 | -7% | i | -0.4% | 25% | -50% | -2.0%
CN(C(=O)c1ccccn1)c1nnc(-c2cccnc2)s1 | 1.3% | -1.4 | 53 | 1.1 | 39% | i | -2.8% | -25% | 18% | 7.4%
CN(CC(=O)NC1CC1)S(=O)(=O)c1ccc(Br)cc1 | -0.1% | 6.4 | 56 | x | -16% | x | x | -13% | 5% | 2.7%
FC(F)Oc1ccc(NC(=S)NC2CCSc3ccccc32)cc1 (configuration not stated) | 0.0% | 11 | 54 | x | -2% | x | x | -28% | 7% | 4.9%
COc1ccc(-n2c(SCC(=O)NCC3CCCO3)nc3n[nH]c(C)c3c2=N)cc1 (configuration not stated) | 0.6% | 0.7 | 42 | 1.5 | -7% | i | -2.6% | 43% | 0% | -4.1%
CCc1cccc(C)c1NC(=O)c1cc(C)oc1C | -0.4% | 0.2 | 41 | 1.1 | -20% | i | -1.6% | -8% | -2% | 4.4%
N=c1c2c3c(sc2nc2n1CCCCC2)CCCCC3 | -0.2% | -0.2 | 52 | 1.1 | -30% | i | -2.5% | -11% | -14% | 0.1%
Cc1cccc(NC(=S)NCCN2CCOCC2)c1C | u | 4.0 | 60 | 1.1 | -17% | i | -2.7% | -47% | 6% | 3.5%
C=CCn1c(SCC(N)=O)nnc1-c1cc(Br)ccc1O | 0.3% | 2.6 | 84 | 1.1 | -10% | i | -1.5% | -3% | -6% | -5.0%
O=C(c1cccc(-c2nnc(-c3ccccc3)o2)c1)N1CCCCCC1 | -0.1% | 3.7 | 55 | 1 | -37% | i | -3.8% | -8% | -21% | -1.3%
COc1ccc(NC(=O)CN2C(=O)C(C)SC(C)C2=O)c(OC)c1 (configuration not stated) | -0.2% | 2.3 | 79 | 1.3 | -38% | i | -2.1% | 9% | 0% | -0.3%
CCc1ccc(/C=C2/Sc3ccccc3N(CC(=O)NCCCN3CCOCC3)C2=O)cc1 | -0.2% | 1.4 | 61 | x | 6% | x | x | -56% | 3% | 5.5%
Cc1ccc(C2=NNC(=Nc3ccc(F)cc3)SC2)cc1 | 0.3% | x | x | 1.1 | -49% | i | -1.2% | 12% | -18% | -2.2%
Cc1ccc(-c2n[nH]c(=S)n2/N=C/c2ccncc2)cc1 | -0.2% | -0.7 | 39 | 1.1 | x | i | 2.6% | 17% | x | -7.0%
Cc1cccc(-c2nc3ccccc3c(=O)n2NC(=S)N(C)C)c1 | 0.3% | 5.4 | 78 | 1.3 | -17% | i | 0.2% | 13% | 1% | 0.8%
CC1CCCC(NC(=O)COC(=O)CCC2CCCC2)C1C (configuration not stated) | 0.0% | 0.8 | 58 | 1.1 | 10% | i | -2.4% | -2% | -38% | -6.9%
CN(C)CCCn1c(=O)n(Cc2ccccc2)c(=O)c2c3c(sc21)CCCCC3 | -0.1% | 12 | 87 | x | -3% | x | x | -19% | 26% | -0.9%
CCOc1ccc(-n2nc(C(=O)NCCOC)c3ccccc3c2=O)cc1 | -0.1% | -0.2 | 55 | 1.1 | -10% | i | -2.8% | 12% | 11% | -2.9%
CC(=O)NC1(c2cccc(F)c2)CCN(C(=O)Nc2ccc(C#N)cc2)CC1 | -0.1% | -0.1 | 42 | 1.1 | -25% | i | -0.5% | -17% | -13% | 1.0%
CC1CCCN(C(=O)CNC(=O)c2ccco2)C1 (configuration not stated) | 0.0% | 0.1 | 79 | x | -11% | x | x | 24% | 3% | -5.0%
O=C(O)C1=C(Nc2ccccc2)OCC1=O | -0.1% | 1.0 | 53 | x | -36% | x | x | 0% | 23% | 1.5%
O=C(OCc1nnc(-c2ccccc2)o1)c1ccc2ccccc2n1 | 0.2% | -0.9 | 41 | 1.1 | x | i | -3.2% | 14% | -12% | -1.4%
COc1cc(NC2c3ccccc3C(=O)N2Cc2ccccc2)cc(OC)c1OC (configuration not stated) | -0.1% | -0.1 | 65 | x | 1% | i | x | 23% | 3% | -1.0%
O=C1CC(C2CCCO2)C(=O)N1c1cccc(Cl)c1 (configuration not stated) | 0.3% | 0.3 | 49 | 1.1 | -14% | i | -1.4% | -17% | -6% | 2.2%
Cc1cc(C)c(NC(=O)CSc2nnc(CNC(=O)c3ccccc3F)o2)c(C)c1 | 0.3% | 0.4 | 77 | x | -21% | x | x | -4% | 19% | 4.1%
Cc1ccc(NC(=O)CSc2nnc(-c3cccnc3)s2)cc1 | -0.6% | -1.0 | 80 | 1.1 | 0% | i | -0.5% | 10% | 4% | 4.7%
Cc1cc2oc(C(=O)NC3CCS(=O)(=O)C3)cc(=O)c2cc1C (configuration not stated) | -0.1% | -1.1 | 69 | x | 8% | x | x | -16% | 7% | -0.3%
N=c1ncn(CC(O)CN2CCOCC2)c2nc(N3CCOCC3)[nH]c12 (configuration not stated) | -0.2% | -2.0 | 69 | 1.1 | -12% | x | -2.5% | -6% | 5% | 3.2%

Not all compounds are listed; the hit share may differ from the screen's.
